Assay outcomes (PubChem)
KCNK9 inh: blocks the human KCNK9 two-pore domain potassium channel; AID 488922; B-score at 10 µM; Q9NPC2; hit rate 1.2% among 310,000; HEK293 KCNK9, FluxOR thallium flux fluorescence; active compounds read low;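 active means ratio B-score over 3 SD below the library mean, with starting fluorescence within 5 SD of its mean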;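 further: negative B-score means less thallium flux so channel inhibition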
MrgX1 PAM: human MrgX1 positive allosteric modulation, primary screen; Q96LB2; MrgX1-HEK293, Fluo-4 calcium flux, FDSS; active compounds read high; B-score at 10 µM; hit rate 0.63% among 310,000;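 active means plate-corrected calcium response at least 3 library SD above typical, normal starting fluorescence, not activating the receptor alone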;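 further: compound read alongside a low EC10 to EC30 dose of BAM8-22 agonist; peak minus trough fluorescence over baseline measured at the second addition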
RGS4 act: RGS4 potentiation or activation. HEK293 M3R/inducible RGS4, carbachol calcium flux Fluo4; active compounds read low. B-score at 10 µM. hit rate 0.92% among 310,000. AID 463111;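 active means B-score of the integrated calcium signal more than 4 SD below the library mean, with starting fluorescence not abnormally high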;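 further: negative B-score means reduced calcium response which marks RGS4 activation or potentiation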
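System: HEK293 FlpIn-TREx cells, stable M3R, doxycycline-inducible RGS4. Timing: overnight RGS4 induction, 30 min dye load 37 °C, 20 min compound RT. Also added: carbachol, ECmax concentration. Measured by: Fluo4 fluorescence kinetic imaging of calcium. Evaluation: integrated calcium ratio converted to B score.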
KCNQ1 pot: human KCNQ1 channel potentiation or activation; CHO-K1 KCNQ1, thallium flux FluxOR fluorescence; active compounds read high; B-score at 10 µM; hit rate 0.35% among 310,000; P51787;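 active means fluorescence ratio B-score, a plate-corrected score, at least three library SD, with initial intensity B-score within 5 SD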
Target sequence (P51787 whole entry, looked up): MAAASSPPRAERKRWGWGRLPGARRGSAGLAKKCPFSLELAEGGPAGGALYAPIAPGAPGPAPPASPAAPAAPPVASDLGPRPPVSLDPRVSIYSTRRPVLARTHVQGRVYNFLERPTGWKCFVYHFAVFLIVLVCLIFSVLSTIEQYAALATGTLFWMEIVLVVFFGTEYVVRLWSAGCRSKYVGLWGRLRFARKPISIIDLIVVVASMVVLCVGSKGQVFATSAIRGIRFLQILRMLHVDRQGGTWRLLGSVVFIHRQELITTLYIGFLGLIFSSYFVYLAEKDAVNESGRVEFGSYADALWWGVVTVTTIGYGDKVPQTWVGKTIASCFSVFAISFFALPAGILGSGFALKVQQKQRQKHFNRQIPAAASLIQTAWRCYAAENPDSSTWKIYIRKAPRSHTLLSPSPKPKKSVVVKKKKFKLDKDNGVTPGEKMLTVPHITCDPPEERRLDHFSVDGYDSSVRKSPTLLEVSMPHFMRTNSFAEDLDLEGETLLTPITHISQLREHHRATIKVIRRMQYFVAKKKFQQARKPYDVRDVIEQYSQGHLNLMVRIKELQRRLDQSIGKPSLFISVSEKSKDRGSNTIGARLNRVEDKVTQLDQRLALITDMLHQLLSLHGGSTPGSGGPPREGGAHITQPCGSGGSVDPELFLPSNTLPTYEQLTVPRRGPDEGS
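Doses: Single concentration per compound, DMSO matched to controls | Test system: KCNQ1-transfected CHO-K1 cells | Timing: 90 min dye loading and 20 min compound exposure, both at room temperature | Measured by: Kinetic FluxOR thallium fluorescence, 10-s 1-Hz baseline, 110-s post-stimulus read | Medium: Assay buffer with matched DMSO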
hERG rescue: shields human hERG channel from block by proarrhythmic agents; activation (rescue from dofetilide block), less the hit threshold, % at 10 µM; Q12809; hit rate 0.51% among 310,000; CHO-hERG, FluxOR thallium flux, dofetilide IC70 present;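 active means activation above the mean of controls blocked by dofetilide plus 5 SD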;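 further: thallium influx through hERG after potassium depolarization seen as dye fluorescence rise; in these data hits start at about 4.7%; inactives centre near -7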
KCNQ1 inh: human KCNQ1 channel inhibition | P51787 | B-score at 10 µM | CHO-K1 KCNQ1, FluxOR thallium flux fluorescence; active compounds read high | hit rate 1.3% among 310,000 | AID 2642;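 active means compounds whose thallium flux B-score, printed positive for inhibition, exceeds three library SD while starting fluorescence stays within three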;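 further: channel opened by potassium depolarization with thallium stimulus after 20 min compound exposure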
MrgX1 ag: activates human MrgX1 receptor signaling | hit rate 0.44% among 310,000 | MrgX1-HEK293 cells, Fluo-4 calcium fluorescence, agonist mode; active compounds read high | B-score at 10 µM;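 active means calcium response B-score plate-corrected fluorescence ratio at least 3 library SD, with starting fluorescence B-score inside 5 SD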
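Material: MrgX1-expressing HEK293 cells / Dosing: compound as first of three additions / Incubation: overnight seeding, then 1 h dark dye loading / Signal: Fluo-4 NW calcium fluorescence / Evaluation: B-scored fluorescence response ratio / Benchmarks: positive and negative control wells on each plate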
TMEM16A act: mouse TMEM16A channel activation, primary screen. B-score at 10 µM. Q8BHY3. AID 623877. HEK293 TMEM16A/YFP-H148Q/I152L, iodide quench fluorescence; active compounds read low. hit rate 0.3% among 340,000;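 active means fluorescence-ratio B-score plate-corrected deviation score at least 3 library SD below zero, with starting fluorescence score within 5 deviations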;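 further: channel opened by trigger with iodide after compound preincubation; score built on the fluorescence ratio of max minus min over baseline; more negative score means more quench and so TMEM16A activation or potentiation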
ANO1 block: blocks the mouse calcium-activated chloride channel TMEM16A; normalized B-score (activity score, 25-100; higher = stronger inhibition) at 10 µM; HEK293 TMEM16A/YFP iodide influx fluorescence, ionomycin; hit rate 1.2% among 310,000; Q8BHY3;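 active means ratio plate-corrected score three or more library SD toward inhibition, starting fluorescence score within five deviations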;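 further: score derived from kinetic fluorescence span divided by baseline fluorescence per well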
KCNK3 inh: human KCNK3 channel inhibition, primary screen; O14649; CHO-KCNK3 thallium flux, FluxOR fluorescence; active compounds read low; B-score at 10 µM; hit rate 0.84% among 340,000; AID 602410;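 active means B-score under library mean minus 4 SD, starting fluorescence ratio at most library mean plus 5 SD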;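 further: more negative B-score means stronger inhibition of thallium flux through KCNK3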
RGS4 block: inhibitors of human RGS4. P49798. HEK293 M3R/RGS4 inducible, Fluo-4 calcium flux; active compounds read high; triggered by carbachol at its EC20. B-score at 10 µM. hit rate 0.45% among 310,000. AID 463165;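 active means B-score, a plate-corrected calcium signal, over three deviations above library mean, with baseline fluorescence within five deviations of library mean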;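 further: RGS4 expression induced by doxycycline in cells with stable M3 receptor; B-score is computed from the integrated fluorescence ratio over baseline after carbachol; higher B-score means a larger calcium signal and so more RGS4 inhibition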
Target sequence (P49798 whole entry, looked up): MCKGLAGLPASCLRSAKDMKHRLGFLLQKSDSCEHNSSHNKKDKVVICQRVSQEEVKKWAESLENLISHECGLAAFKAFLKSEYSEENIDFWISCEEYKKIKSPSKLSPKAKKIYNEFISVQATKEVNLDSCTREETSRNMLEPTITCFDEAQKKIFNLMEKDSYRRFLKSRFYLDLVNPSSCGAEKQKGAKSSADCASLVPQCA
An asterisk follows results filed as active; i = inactive.

SMILES	KCNK9 inh	MrgX1 PAM	RGS4 act	KCNQ1 pot	hERG rescue	KCNQ1 inh	MrgX1 ag	TMEM16A act	ANO1 block	KCNK3 inh	RGS4 block
O=C(Cn1c(CO)nc2ccccc21)Nc1cc(C(F)(F)F)ccc1N1CCOCC1	i	i	i	i	-6	i	i	i	i	-10*	i
Cn1c(=O)c2c(nc(NCc3ccco3)n2Cc2ccccc2Cl)n(C)c1=O	i	i	i	i	-5	i	i	i	i	i	i
Cc1sc2ncnc(NCC(c3ccccc3)N(C)C)c2c1C (stereo not drawn)	i	i	-7.5*	i	-8	i	i	i	i	i	i
Cc1ccc2nc(SCCCCOc3ccccc3)[nH]c2c1	i	i	i	i	-2	i	i	i	100*	-9.9*	i
COc1ccccc1CCNC(=O)c1nccnc1C(=O)O	i	i	i	i	-3	i	i	i	i	i	i
CCc1ccc(NC(=O)N2CCN(C(=O)C3CCCO3)CC2)cc1 (stereo not drawn)	i	i	i	i	-6	i	i	i	i	i	i
c1cncc(C(c2nnnn2C2CCCC2)N2CCN(Cc3ccc4c(c3)OCO4)CC2)c1 (stereo not drawn)	i	i	i	i	1	i	i	i	i	i	i
CCN1CCN(c2oc(-c3ccc(OC)cc3)nc2C#N)CC1	i	i	i	i	-2	i	i	i	i	i	i
Cc1cccc(CCNC(=O)c2oc3c(C)c(C)ccc3c2C)n1	i	i	i	i	-1	i	i	i	i	i	i
CC(NS(=O)(=O)c1ccc(Br)cc1)C(c1cccs1)N1CCN(C)CC1 (stereo not drawn)	i	i	i	i	-6	i	i	i	i	i	i
CCN(CC)C(=O)CSc1nc2ccccc2n1CC(=O)N1CCN(c2ccccc2OC)CC1	i	i	i	i	-8	i	i	i	i	i	i
Cc1nn(C)c(C)c1NS(=O)(=O)c1cccc(Br)c1	i	i	i	i	-11	i	i	i	i	i	i
O=C(COc1ccc(Cl)cc1Cl)NN1C(=O)C2C3C=CC([C@@H]2C1=O)C31CC1 (stereo partly drawn)	i	i	i	i	-2	i	i	i	i	i	i
CCOC(=O)C1=C(C)NC(C)=C(C(=O)OCC)C1c1cccc(C)n1	i	i	i	i	-2	i	i	i	i	i	i
O=C(NCCN1CCOCC1)c1cnn2c1NC(c1cccs1)CC2C(F)(F)F (stereo not drawn)	i	i	i	i	-5	i	i	i	i	i	i
COc1ccc(OC)c(-n2c(=S)[nH]c3cc(C(=O)N(C)Cc4ccccc4)ccc3c2=O)c1	i	i	i	i	-18	i	i	i	i	i	i
Cc1cc(NC(=O)CCSc2ccccc2)ccc1Br	i	i	i	i	-2	i	i	i	i	i	i
COc1ccc(C(=O)NCCNc2ccccc2[N+](=O)[O-])cc1	i	i	i	i	-17	i	i	i	i	i	i
Cc1ccc(N2CCN(C(=S)c3ccc(N(C)C)cc3)CC2)cc1	i	i	i	i	-6	i	i	i	i	i	i
COc1c(S(=O)(=O)NCCCn2ccnc2)ccc(Cl)c1Cl	i	i	i	i	-5	i	i	i	i	i	i
Cc1ccc(/C=N/N(Cc2ccccc2)c2ccccc2)o1	-6.8*	i	i	i	-7	i	i	i	i	i	i
O=C(NCCN1CCN(c2ccccc2F)CC1)C1CCCN(S(=O)(=O)c2cnc[nH]2)C1 (stereo not drawn)	i	i	i	i	-3	i	i	-18*	i	i	i
COc1ccccc1Nc1nc2ccccc2n1C	i	i	i	i	-6	i	i	i	i	i	i
O=C(COC(=O)c1c[nH]c(=O)[nH]c1=O)Nc1ccccc1F	i	i	i	i	-7	i	i	i	i	i	i
N#C/C(=C\c1c(N2CCC(C(N)=O)CC2)nc2ccccn2c1=O)C(=O)NC1CCCCC1	i	i	i	i	-13	i	i	i	i	i	i
O=C(CN1CCC(NC(=O)Nc2ccccc2)CC1)Nc1ccccc1F	i	i	i	i	-5	i	i	i	i	i	i
Cn1nnnc1Sc1c(Cl)cccc1[N+](=O)[O-]	i	i	i	i	2	i	i	i	i	i	i
COCCOC(=O)C1=C(C)NC(=O)NC1c1cccc(F)c1 (stereo not drawn)	i	i	i	i	-7	i	i	i	i	i	i
COc1ccc(NC(=O)C2CCN(S(=O)(=O)c3cccc4nonc34)CC2)c(OC)c1	i	i	i	i	-10	i	i	i	i	i	i
Cc1nonc1C(=O)N/N=C/c1ccc(O)cc1	i	i	i	i	-9	i	i	i	i	i	i
Cc1ccc(C(=O)O)cc1NC(=S)NC(=O)c1ccc([N+](=O)[O-])c(C)c1	i	i	i	i	-6	i	i	i	i	i	i
CCOC(=O)Cc1[nH]nc2c1C(c1cc(OC)ccc1OC)C(C#N)=C(N)O2 (stereo not drawn)	i	i	i	i	-14	i	i	i	i	i	i
COC(=O)C(C(=O)OC)C(C[N+](=O)[O-])c1ccc(O)c(OC)c1 (stereo not drawn)	i	i	i	i	-1	i	i	i	i	i	i
COc1ccc(Cn2c(SCC#N)nc3ccc(N4CCOCC4)cc3c2=O)cc1	i	i	i	i	-16	i	i	i	i	i	i
Cc1ccc(N2CCN(S(=O)(=O)c3nnc(NC(=O)c4ccco4)s3)CC2)cc1	i	i	i	i	-8	i	i	i	i	i	i
O=C(COc1ccc2c3c(c(=O)oc2c1)CCCC3)NC(Cc1ccc(Cl)cc1)C(=O)O (stereo not drawn)	i	i	i	i	-4	i	i	i	i	i	i
COc1ccc(NC(=O)c2cc(C)no2)cc1OC	i	i	i	i	-3	i	i	i	i	i	i
COc1ccc(-c2cc(C(=O)N3CCN(c4ccccc4)CC3)c3ccccc3n2)cc1OC	i	i	i	i	-10	i	i	i	i	i	i
Cc1cc(C)cc(N(C(=O)c2csnn2)C(C(=O)NC(C)(C)C)c2ccccn2)c1 (stereo not drawn)	i	i	i	i	-8	i	i	i	i	i	i
CCCCCCN=C(C)C1=C(O)C(C(=O)OC)C(C)(C)CC1=O (stereo not drawn)	i	i	i	i	-4	i	i	i	i	i	i
Cc1ccc(NC(=O)c2ccncc2)cc1S(=O)(=O)N(C)C	i	i	i	i	-11	i	i	i	i	i	i
O=C(CSc1ccccc1)Nc1ccc(C(=O)Nc2cccc(O)c2)cc1	i	i	i	i	-9	i	i	i	i	i	i
CCN(CC)C(=O)C(=O)N/N=C/c1ccc(Cl)cc1Cl	i	i	i	i	-7	i	i	i	i	i	i
Cc1ccc(O)c(NC(=O)Cc2ccc3ccccc3c2)c1	i	i	i	i	-5	i	i	i	i	i	i
CC(C)N=C1CC(C)(C)CC(=O)/C1=C(/O)CCCN1C(=O)c2ccccc2C1=O	i	i	i	i	-13	i	i	i	i	i	i
Cc1c(Cl)cccc1NC(=O)CSC(N)=O	i	i	i	i	1	i	i	i	i	i	i
O=C1c2ccccc2C(O)(c2ncc[nH]2)N1C1CCCCC1 (stereo not drawn)	i	i	i	i	-7	i	i	i	i	i	i
C/C(=N\Nc1ccc([N+](=O)[O-])cc1)c1cc2ccccc2o1	i	i	i	i	-22	i	i	i	i	i	i
c1ccc2c(c1)nnn2CNc1nccs1	i	i	i	i	-7	i	i	i	i	i	i
CCc1n[nH]c(=S)n1/N=C/c1ccccn1	i	i	i	i	-5	i	i	i	i	i	i
COc1ccc(NC(=O)C2CCCN(C(=O)Nc3cccc(OC)c3)C2)cc1 (stereo not drawn)	i	i	i	i	-1	i	i	i	i	i	i
O=C(NCCc1c[nH]c2ccccc12)C(=O)NCC1OCCN1S(=O)(=O)c1cc(F)ccc1F (stereo not drawn)	i	i	i	i	-13	i	i	i	i	i	i
O=C(CSc1nc2ccccc2s1)c1ccc(O)cc1O	i	i	i	i	-6	i	i	i	i	i	i
CCCCCCC(=O)N(O)C1CC(=O)N(c2ccc(F)cc2)C1=O (stereo not drawn)	i	i	i	i	-18	i	i	i	i	i	i
CN(Cc1ccccc1)C(=O)C1CCN(S(=O)(=O)c2ccc3nc4c(c(C(=O)O)c3c2)CCCC4)CC1	i	i	i	i	-1	i	i	i	i	i	i
CCCCN(C(=O)C1=COCCO1)c1c(N)n(Cc2ccccc2)c(=O)[nH]c1=O	i	i	i	i	-4	i	i	i	i	i	i
Cn1c(=O)c2c(nc(CN3CCN(C(=O)c4ccco4)CC3)n2Cc2ccccc2)n(C)c1=O	i	i	i	i	-12	i	i	i	i	i	i
COCCn1nnnc1C(c1cc2ccc(C)cc2[nH]c1=O)N(Cc1ccco1)Cc1cccs1 (stereo not drawn)	i	i	i	i	-4	i	i	i	i	i	i
CC1CCCCC12NC(=O)N(CC(=O)Nc1sc3c(c1C(N)=O)CCC3)C2=O (stereo not drawn)	i	i	i	i	-10	i	i	i	i	i	i
Cc1cccc(-n2nc3c(c2NC(=O)C(C)C)CS(=O)(=O)C3)c1C	i	i	i	i	-5	i	i	i	i	i	i

Entries listed so far printed as active in TMEM16A act:
Molecule,KCNK9 inh,KCNQ1 pot,KCNQ1 inh,TMEM16A act,KCNK3 inh,RGS4 block
O=C(NCCN1CCN(c2ccccc2F)CC1)C1CCCN(S(=O)(=O)c2cnc[nH]2)C1 (stereo not drawn),i,i,i,-18*,i,i

Following part.
SMILES	KCNK9 inh	MrgX1 PAM	RGS4 act	KCNQ1 pot	hERG rescue	KCNQ1 inh	MrgX1 ag	TMEM16A act	ANO1 block	KCNK3 inh	RGS4 block
C=CCNC(=O)CSc1nc2scc(-c3ccco3)c2c(=O)n1CC=C	i	i	i	i	-10	i	i	i	i	i	i
O=C(O)Cc1sc(-c2ccc(Cl)cc2)nc1-c1ccccc1	i	i	i	i	3	i	i	i	i	i	i
COc1cc(/C=N\NC(=O)c2ccc(-c3ccccc3)cc2)cc(OC)c1OC(C)=O	i	i	i	i	-11	i	i	i	i	i	i
O=C(CCN1C(=O)C2C3CCC(C3)C2C1=O)OCC(=O)c1ccccc1 (stereo not drawn)	i	i	i	i	-9	i	i	i	i	i	i
c1ccc(CNc2ncnc3sc4c(c23)CCC4)nc1	i	i	i	i	-3	i	i	i	i	i	i
CCOc1ccc(OCC)c(NC(=O)CSc2nnc(C3CC3)n2CC)c1	i	i	i	i	-8	i	i	i	i	i	i

Not a hit list; overall some 6.3% were active at least once.
